HepG2 viability: qHTS for Inhibitors of TGF-b: Cytotox Counterscreen. hit rate 0.76% among 410,000. HepG2 CAGA-GFP viability, ATP luminescence, 18 h. Potency, µM (doses to about 46.1 µM), without a hit: top-dose activity change, negative = cytotoxicity, most hits filed as cytotoxic; also: potency is read from the fitted curve at half-maximal effect; some results filed as inactive show a strong effect at the top dose
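CellTiter-Glo luminescence gave cytotoxicity after 18 hours at 37 degrees C. The cells were HepG2 CAGA-GFP in 1% FBS DMEM, stimulated with 500 pg/mL TGF-beta after compound addition. %Activity was normalised to no-cell wells (complete cell-killing) and DMSO (no toxicity), and curves were fitted and classified.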
IL1B secr inh: qHTS for Inhibitors of Inflammasome Signaling: IL-1-beta AlphaLISA Primary Screen; THP-1 LPS/ATP IL-1B secretion, AlphaLISA, 16 h; active compounds read low; activity change, % at 57.5 µM; hit rate 4.7% among 360,000; AID 743279, 2014; in the data active = activity change below about -50%; inconclusive = mostly about -30% to -49%; also: % is scaled to controls: 0 for no effect and ±100 for the full control effect
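Secreted IL-1B measured by AlphaLISA bead assay after 16 h compound exposure of THP-1 cells; compounds (final up to 57.5 uM) added 1 h before LPS (250 ng/mL) and ATP (1.25 mM) stimulation; lower signal means less secretion.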
ATXN viability: Viability Counterscreen for Primary qHTS for Inhibitors of ATXN expression. S2 cells (HEK-293 line with an ATXN2-luciferase reporter) viability, CellTiter-Fluor protease fluorescence, 24 h. Potency, µM (highest dose often 56.7 µM), actives largely listed as cytotoxic. hit rate 0.49% among 400,000. AID 651635, 2014; also: potency is read from the fitted curve at half-maximal effect; nearly all actives have a fitted effect of over 40% in size
MCF10A rerep: A quantitative high throughput screen for small molecules that induce DNA re-replication in MCF 10a normal breast cells; MCF 10A DNA re-replication, Hoechst nuclear intensity, 48 h; Potency, µM (highest dose often 46.1 µM), for inactives: at the highest dose activity, positive = re-replication, actives largely listed as activators; hit rate 2.9% among 350,000; AID 624296, 2012; also: potency is read from the fitted curve at half-maximal effect; % of control where 0% means no effect; nearly all actives have a fitted effect of over 50% in size
KB-3-1 tox: qHTS assay for MDR1-selective chemotherapeutics: Primary screen using the parental adenocarcinoma cell KB-3-1; KB-3-1 viability, CellTiter-Glo ATP luminescence, 72 h; Potency, µM (doses to about 46.1 µM), for the others: at the highest dose activity change, negative = cytotoxic, actives largely listed as cytotoxic; hit rate 1.4% among 400,000; also: potency is read from the fitted curve at half-maximal effect; % is scaled to controls: 0 for no effect and ±100 for the full control effect; nearly all actives have a fitted effect of over 60% in size
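Multi-concentration cytotoxicity screen in KB-3-1 cells grown in DMEM lacking phenol red with 10% FBS. After 72 h at 37 °C with compound, ATP-dependent luminescence was recorded.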
SW480 rereplic: A quantitative high throughput screen for small molecules that induce DNA re-replication in SW480 colon adenocarcinoma cells | SW480 DNA re-replication, Hoechst DNA content imaging, 48 h | Potency, µM (top dose mostly 46.1 µM), without a hit: at the top dose re-replication activation, usual class: activators | hit rate 1.8% among 340,000; also: potency is read from the fitted curve at half-maximal effect; % of control where 0% means no effect; nearly all actives have a fitted effect of over 55% in size
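Readout is total intensity of Hoechst-stained nuclei, excited at 405 nm and collected at 500-530 nm. Compound treatment lasted 48 hr at 37 C in 5% CO2 before staining.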
HT1080-NT tox: qHTS for induction of synthetic lethality in tumor cells producing 2HG: qHTS for the HT-1080-NT fibrosarcoma cell line | Potency, µM (series often up to 46.1 µM), inactives show at the highest dose activity, negative = less viability, most hits filed as cytotoxic | HT-1080-NT fibrosarcoma viability, CellTiter-Glo ATP luminescence, 48 h | hit rate 1.6% among 360,000 | AID 686970, 2013;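 also: NT is the 2HG producing partner of a matched IDH1 knockdown line; potency is read from the fitted curve at half-maximal effect; 0% = DMSO-treated cells and -100% = media-only wells without cells; nearly all actives have a fitted effect of over 55% in size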
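A 48-hour cytotoxicity screen used HT-1080-NT cells plated 2 hours before compound delivery. ATP-based CellTiter-Glo luminescence measured viability, normalized to DMSO and no-cell controls.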
ATXN2 expr inh: Primary qHTS for Inhibitors of ATXN expression | HEK-293 ATXN2-luciferase reporter, luminescence, 24 h | Potency, µM (series often up to 57 µM), without a hit: at the top dose activity change, negative = inhibition, actives largely listed as inhibitors | hit rate 0.72% among 360,000; also: potency is read from the fitted curve at half-maximal effect; % is scaled to controls: 0 for no effect and ±100 for the full control effect; nearly all actives have a fitted effect of over 55% in size
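ATXN2-luciferase reporter cells (luciferase flanked by upstream and downstream ATXN2 gene portions) were treated 24 h at 37 °C with compounds at up to 57 uM. SteadyGlo luminescence gave expression; GF-AFC fluorescence gave viability.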
HT1080 IDH1KD tx: qHTS for induction of synthetic lethality in tumor cells producing 2HG: qHTS for the HT-1080-IDH1KD cell line. HT-1080 IDH1 knockdown viability, ATP luminescence, 48 h. Potency, µM (top dose mostly 46.1 µM), inactives show at the highest dose activity, negative = toxicity, most hits filed as cytotoxic. hit rate 2% among 360,000;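 also: potency is read from the fitted curve at half-maximal effect; 0% = DMSO wells and -100% = cell-free medium wells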
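IDH1KD HT-1080 cells, 750/well, RPMI + 5% FBS; compound pinned after 2 h settling; 48 h, 37 °C; CellTiter-Glo luminescence; % activity normalised to DMSO and no-cell wells; curves fitted, classed by r2 and efficacy.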
Active calls of the source: *; i = inactive; ? = inconclusive; . = not tested or not shown; [ ] = remark or other dose. Unless noted, calls follow the shape of the dose curve; as a rule, active = well fitted curve in the direction sought with a large enough effect; inconclusive = small, poorly fitted or top-dose-only effect, or another doubt; inactive = no such curve, though single readings can be large; an effect the other way counts as inactive or inconclusive.

Results follow in this order: HepG2 viability | IL1B secr inh | ATXN viability | MCF10A rerep | KB-3-1 tox | SW480 rereplic | HT1080-NT tox | ATXN2 expr inh | HT1080 IDH1KD tx
> Cc1cc2ncn(C(=O)c3cc(-c4ccccc4)nc4ccccc34)c2cc1C
    5% | 14 | i | 5% | -11% | 1% | 6% | -12% | 6%
> CCOc1ccc(-c2cc(C(=O)N/N=C/c3cccnc3)c3ccccc3n2)cc1
    -19% | 23 | ? | 2.9µM* | 8.2µM* | 7.3µM* | ? | 40%[activator] | ?
> CC(C)CCNC(=O)Cn1c2c(c(-c3ccccc3Cl)cc1=O)CCC2
    7% | -10 | ? | 15% | -17% | 1% | -6% | -6% | -7%
> COc1ccccc1CNC(=O)COc1ccc(C)nc1[N+](=O)[O-]
    -22% | ? | i | ? | -6% | 14% | -20% | -2% | -9%
> COc1ccc2oc(-c3ccc(C)c(NC(=O)COc4cc(C)cc(C)c4)c3)nc2c1
    -6% | . | i | . | -3% | . | . | 0% | .
> Cc1ccc2c(c1)C(=O)CCN2
    -1% | -6 | i | 1% | 0% | -6% | 22% | -2% | ?
> CCC(=O)Nc1nc2c(s1)COc1ccccc1-2
    -22% | 18 | i | 7% | -10% | -3% | -9% | 14% | -2%
> Cc1ccc(S(=O)(=O)CCC(=O)NCc2ccccc2F)cc1
    11% | -1 | ? | 2% | 7% | 0% | -1% | 9% | 4%
> CCn1cc(C(=O)N[C@@H](C)C(=O)NCCCN2CCOCC2)c(=O)c2cc3c(cc21)OCO3
    1% | -6 | i | 0% | -5% | -8% | 21% | 39% | 11%
> O=C(N/N=C/c1cn(-c2ccccc2)nc1-c1cc2ccccc2o1)c1ccncc1
    -18% | ? | i | ? | ? | ? | ? | 16% | ?
> COc1ccc(CN2C(=O)CSC2c2ccncc2)cc1 (stereo unspecified)
    -5% | 45 | i | -4% | -8% | -3% | 7% | 1% | -5%
> c1ccc(CNc2ncnc3scc(-c4cccs4)c23)nc1
    -17% | ? | ? | 15% | ? | -4% | -1% | ? | -1%
> CCc1ccc(CN(C)CC(=O)Nc2ccc(S(=O)(=O)N3CCOCC3)cc2)cc1
    -24% | 0 | i | 7% | ? | 0% | -1%[9.24 µM] | -12% | -1%
> CN(Cc1ccccc1)N=Nc1ccccc1
    -15% | 38 | i | . | -1% | . | 1% | . | -8%
> CN(C(=O)CC1C(=O)NCCN1Cc1ccc2ccccc2c1)C1CCOCC1 (stereo unspecified)
    -6% | -3 | i | 4% | 1% | -7% | 12% | -2% | 8%
> COc1ccc(NC(=O)CCNC(=O)c2ccco2)cc1Cl
    4% | -7 | i | -16% | -17% | -18% | -5% | 4% | -7%
> CN(CC1CCCO1)S(=O)(=O)c1ccc(C(=O)Nc2nc(-c3ccccn3)cs2)cc1 (stereo unspecified)
    -16% | 140 | ? | 13% | 4.1µM* | -5% | ? | ? | ?
> CCCN1Cc2cccc(C(=O)N3CCN(c4cc(Cl)ccc4C)CC3)c2C1=O
    -32% | ? | i | 1% | ? | 3% | -7% | -11% | -4%
> CCOC(=O)C1CCN(C(=O)C2c3ccccc3C(=O)N(C)C2c2ccc(OC)cc2)CC1 (stereo unspecified)
    6% | 21 | i | 6% | 0% | -12% | 10% | -1% | 8%
> Cc1ccc2nc(/C(C#N)=C/c3cn[nH]c3-c3ccc(F)cc3)[nH]c2c1
    -7% | ? | i | 13µM* | ? | ? | ? | ? | ?
> COc1cc(/C=C/C(=O)c2ccc(C)c([N+](=O)[O-])c2)cc(OC)c1O
    -44% | ? | i | 9.2µM* | 0% | . | ? | ? | ?
> COC1OC(COC(=O)CNC(=O)OC(C)(C)C)C(O)C(O)C1O (stereo unspecified)
    -12% | -9 | i | 3% | -9% | -1% | 10% | -8% | 15%
> Cc1ccsc1/C=N/NC(=S)NCc1ccccc1
    -5% | 25 | i | 17% | -27% | -1% | -9% | 19% | 1%
> Cc1ccc(C(=O)CCNc2ccccc2)o1
    -26% | -2 | i | 7.1µM* | -6% | ? | 18% | 41%[activator] | 11%
> COc1ccc(NC(=O)c2c(N)c(C(=O)c3ccc(C)cc3)n3ccccc23)cc1OC
    -17% | . | i | . | 0% | . | . | -4% | .
> COc1cc(C)nc(Oc2ccc(OCc3ccccc3)nn2)n1
    5% | 4 | ? | 0% | 11% | 3% | 7% | -10% | -6%
> COc1ccc(NC(=O)COC(=O)C2=COCCO2)cc1OC
    -2% | 19 | i | 0% | 3% | -6% | 1% | 8%[11.3 µM] | 0%
> Cc1cccc(NC(=O)CSCC(=O)Nc2ccc(S(=O)(=O)N3CCOCC3)cc2)c1
    0% | 11 | i | -21% | 0% | -8% | -7% | 3% | -9%
> CN1CCc2nc(SCC(=O)Nc3ccc(OC(F)(F)F)cc3)c(C#N)c(-c3cccs3)c2C1
    -6% | -25 | i | ? | ? | 12% | 5% | -3% | 11%
> COc1ccc(OC)c2sc(N(CCN(C)C)C(=O)/C=C/c3cccs3)nc12
    16µM* | -103* | . | ? | ? | ? | 18µM* | ? | 16µM*
> COc1ccc(CNC(=O)COC(=O)c2c(C)nn(-c3ccccc3)c2C)cc1OC
    0% | 19 | i | -1% | 0% | -1% | 3% | 0% | 1%
> COC(=O)[C@@]12CCCN1[C@H](c1ccc(-c3ccccc3)cc1)[C@@H]1C(=O)N(C)C(=O)[C@@H]12
    -15% | 29 | i | 15% | -1% | 11% | 0% | -6% | -1%
> Cc1cn(-c2ccc(Br)cc2)[nH]c1=O
    0% | -3 | i | 2% | 2% | -4% | ? | 57%[activator] | 0%
> Nc1ccc(S(=O)(=O)C(F)(F)F)cc1N
    -8% | 21 | i | 0% | 8% | 0%[1.84 µM] | -1% | -3% | -16%
> O=C(NC(Cc1ccccc1)C(=O)NCCc1ccccn1)c1cccs1 (stereo unspecified)
    -12% | 1 | i | 11% | ? | -9% | -3% | . | -5%
> C(=N\N1CCN(C2c3ccccc3-c3ccccc32)CC1)/c1cccnc1
    -2% | -11 | i | ? | -15% | -6% | -16% | -9% | -9%[9.24 µM]
> CN(C)c1nc(SCc2ccc(Cl)cc2)nc2c1CCCC2
    -11% | -3 | i | 23% | 1% | -6% | -9% | -10% | -8%
> O=C(CN1CCCN(Cc2ccc(F)cc2)S1(=O)=O)Nc1ccc2c(c1)OCCO2
    -20% | . | i | . | 4% | . | . | 2% | .
> CCOc1ccc(S(=O)(=O)Nc2cnc3ccccc3c2)cc1
    -8% | 33 | i | -5% | ? | 3% | ? | -24% | -13%
> COc1ccc(CCNC(=O)CCCCCn2c(=O)[nH]c3cc(OC)c(OC)cc3c2=O)cc1OC
    -14% | . | i | . | -8% | . | . | 4% | .
> CCn1nnnc1SCC(=O)Nc1ccc(OCc2ccccc2)cc1
    2% | -6 | i | 1% | -2% | 0% | 0% | 6% | -1%
> Cc1ccc(-c2nn(-c3ccccc3)cc2CN(Cc2ccccc2)C(=O)c2ccco2)o1
    -23% | ? | . | 16µM* | ? | ? | ? | . | ?
> COc1ccccc1CNC(=O)COC(=O)CSc1ccc(Cl)cc1
    -12% | 15 | i | -28% | 9% | ? | -1% | -14% | 0%
> O=C(NCc1cccc(C(F)(F)F)c1)c1ccc2nc([C@@H]3O[C@H](CO)[C@@H](O)[C@H]3O)[nH]c2c1
    9% | 13 | i | . | 14% | . | 19% | -6% | 6%
> CCN(C(=O)c1ccc(NC(=O)C2CCCCC2C(=O)O)cc1)c1ccccc1 (stereo unspecified)
    2% | 17 | ? | . | -2% | . | 2% | . | 2%
> CC1CN=C(c2ccccc2)O1 (stereo unspecified)
    16% | -3 | i | -1% | -4% | 1% | 0% | 0% | -3%
> CSc1cccc(NC(=O)CNC(=O)c2ccc3c(c2)OCO3)c1
    1% | 8 | i | -2% | -8% | -5% | 5% | 6% | 6%
> Cc1cccc(C)c1OC(=O)Cc1ccccc1[N+](=O)[O-]
    -13% | -2 | i | 7% | -20% | 17% | 8% | -14% | -1%
> CC1CC1c1ccc(/C=C(\C#N)C(=O)Nc2cc(Cl)ccc2Cl)o1 (stereo unspecified)
    -2% | -8 | i | 19% | -4% | 0% | 13% | -17% | -3%
> Cc1cc2c(nn1)CCc1c-2no[n+]1[O-]
    -1% | -3 | i | 0% | -2% | 2% | 19% | 2% | -5%

More records follow:
Results follow in this order: HepG2 viability | IL1B secr inh | ATXN viability | MCF10A rerep | KB-3-1 tox | SW480 rereplic | HT1080-NT tox | ATXN2 expr inh | HT1080 IDH1KD tx
> Cc1cc(C(=O)NNC(=O)CN2C(=O)NC3(CCCCC3)C2=O)c(C)o1
    0% | 0 | i | 0% | 0% | -6% | 2% | . | 9%
> O=C(Nc1ccncc1Cl)c1ccncc1
    6% | 4 | i | 0% | 16% | -2% | 17% | -3% | 1%
> COc1ccc(C(=O)N/N=C/c2c(C)nn(-c3ccccc3)c2OC)cc1
    0% | 0 | ? | ? | -3% | 2% | -20% | 1% | -21%
> CCC(C)OC1OC(CO)C(O)C(O)C1NC(C)=O (stereo unspecified)
    -14% | 16 | i | 28% | 0% | 5% | 5% | 10% | 18%
> O=C(CC(=O)N/N=C/c1c(Cl)cccc1Cl)NCc1cccnc1
    40% | i | i | 9% | -10% | ? | 0% | -12% | 19%
> CCOc1ccc(N2CC(C(=O)Nc3ccncc3)CC2=O)cc1 (stereo unspecified)
    -5% | -4 | i | 0% | -1% | -3% | 0% | 0% | -3%
> S=C(NN=Cc1ccccn1)N(Cc1ccccn1)Cc1ccccn1
    -21% | 59 | ? | 13µM* | 6.5µM* | 5.8µM* | -21% | 7.9µM* | ?
> O=C(NCc1ccccc1)c1cnc(-c2ccccn2)nc1C(F)(F)F
    8% | 5 | i | -10% | 0% | -4%[9.22 µM] | 11% | 7% | 12%

From PubChem BioAssay
